Compound activity from PubChem BioAssay.
Chronic BCR inh: blocks chronic active B-cell receptor signaling; hit rate 0.05% among 340,000; Potency, µM (series often up to 46.1 µM), for the others: at the top dose ratio change, negative = lower green/red ratio, actives largely listed as inhibitors; AID 493014; ABC-DLBCL IkBa-CBG/CBR reporter, luminescence ratio, 4 h; active = well fitted inhibition curve with a large enough effect in the signal ratio, with a control signal flat, not every such curve was filed as active; inconclusive = small, poorly fitted or top-dose-only effect, or effect the other way, or a change in a side signal; the % refers to the signal ratio;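 note: potency is the fitted concentration of half-maximal effect; plate controls were basal doxycycline-induced cells for no effect and cells given 10 µM MG132 for full effect; MG132 reads +100%, hits lower the ratio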
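Compounds up to 46 uM were incubated four hours with TMD8 cells whose green CBG68 luciferase is fused to IkappaBalpha; red CBR luminescence normalised the signal, and concentration-effect curves were fitted to fusion, red and ratio data.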
AT treatment: candidate therapy for ataxia-telangiectasia. […] A-T fibroblasts, KAP-1 phosphorylation AlphaLISA; neocarzinostatin DNA damage 30 min before lysis. Potency, µM (series often up to 57.5 µM), for the others: at the highest dose activation, most hits filed as activators. hit rate 0.19% among 320,000. AID 485349; note: potency is the fitted concentration of half-maximal effect; % of control where 0% means no effect; nearly all actives have a fitted effect of over 45% in size
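ATM-like activity read as KAP-1 phosphorylation via AlphaLISA donor/acceptor antibody pairs after lysis and 6 hr at 25C. Cells were ATM-null patient fibroblasts ([…], hTERT), dosed 60 min, then exposed to the DSB inducer NCS for 30 min.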
KCNH2 WT inh: inhibitors of human wildtype KCNH2 potassium channel; hit rate 0.37% among 340,000; activity change, % at 1.84 µM; Q12809; U2OS, BacMam KCNH2, thallium flux FluxOr; active compounds read low;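 active = maximum activity change below -70%; inconclusive = maximum activity change between -70% and -50%; inactive = maximum activity change above -50%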; note: % is set by controls: 0 for no effect and ±100 for the full control effect
Target sequence (Q12809 whole entry, looked up): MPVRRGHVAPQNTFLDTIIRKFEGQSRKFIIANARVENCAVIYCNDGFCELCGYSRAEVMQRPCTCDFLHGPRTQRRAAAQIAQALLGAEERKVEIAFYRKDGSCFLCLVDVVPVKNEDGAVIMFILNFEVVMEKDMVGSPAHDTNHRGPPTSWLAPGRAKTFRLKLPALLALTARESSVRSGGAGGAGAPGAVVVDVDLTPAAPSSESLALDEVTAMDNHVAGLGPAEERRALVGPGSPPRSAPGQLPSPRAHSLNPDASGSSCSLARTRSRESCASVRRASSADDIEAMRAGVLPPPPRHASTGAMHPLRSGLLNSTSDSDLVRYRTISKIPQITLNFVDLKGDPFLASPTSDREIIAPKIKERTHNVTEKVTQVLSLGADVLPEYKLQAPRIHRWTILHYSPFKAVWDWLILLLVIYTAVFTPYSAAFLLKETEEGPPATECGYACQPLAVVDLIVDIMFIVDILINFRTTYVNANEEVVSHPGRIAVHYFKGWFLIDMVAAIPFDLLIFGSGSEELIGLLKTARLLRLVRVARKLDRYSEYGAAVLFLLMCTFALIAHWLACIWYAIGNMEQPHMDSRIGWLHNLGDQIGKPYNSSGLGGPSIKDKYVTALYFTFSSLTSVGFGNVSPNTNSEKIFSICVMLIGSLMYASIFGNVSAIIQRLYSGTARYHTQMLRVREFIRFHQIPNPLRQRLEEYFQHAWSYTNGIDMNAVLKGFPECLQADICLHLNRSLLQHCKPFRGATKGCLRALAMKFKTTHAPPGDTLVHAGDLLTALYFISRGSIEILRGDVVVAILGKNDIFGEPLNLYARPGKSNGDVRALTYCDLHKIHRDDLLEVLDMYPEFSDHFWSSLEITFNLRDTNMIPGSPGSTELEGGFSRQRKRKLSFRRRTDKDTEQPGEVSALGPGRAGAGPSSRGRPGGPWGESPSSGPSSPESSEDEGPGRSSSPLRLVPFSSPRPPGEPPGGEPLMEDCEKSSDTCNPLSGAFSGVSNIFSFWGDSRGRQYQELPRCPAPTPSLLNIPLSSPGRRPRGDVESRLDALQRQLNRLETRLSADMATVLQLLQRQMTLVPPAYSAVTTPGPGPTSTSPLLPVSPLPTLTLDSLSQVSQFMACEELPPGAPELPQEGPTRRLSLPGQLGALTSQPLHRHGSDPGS
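U2OS cells transduced with wild-type KCNH2 virus are loaded with FluxOr dye for 45 min, and thallium flux is measured in kinetic reads before and after stimulation buffer. Rate constants are normalized to DMSO controls.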
Coupling enz: inhibits coupling enzyme system, counter-screen for aldolase hits; coupling enzyme system counterscreen, AmpLite Red fluorescence; activity change, negative = inhibition, % at 58.2 µM, hits read low; hit rate 0.67% among 290,000; AID 2472; in the data active = activity change below about -30%; note: % is set by controls: 0 for no effect and ±100 for the full control effect
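Activity here indicates interference with the coupling reaction, not aldolase inhibition. Compounds at 57.5 uM final met coupling enzymes for 10 min at RT; substrate and AmpLite Red detection followed, with a 525/598 nm fluorescence read after 20 min.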
TSHR antag: antagonists of human thyroid stimulating hormone receptor. P16473. TSHR-expressing cells, TSH-stimulated cAMP HTRF, 2 h; active compounds read low. activity change, negative = inhibition, % at 11.5 µM. hit rate 0.2% among 330,000;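 active = activity change below a set negative limit, meaning inhibition stronger than a set level, cut at about -70% in these data; inconclusive = activity change between two set negative limits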; note: % is set by controls: 0 for no effect and ±100 for the full control effect
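TSHR-expressing cells were treated with compounds, then stimulated with TSH at EC80 (4nM final) for 2 hours at 37 deg C. Cellular cAMP was measured by HTRF competition between lysate cAMP and cAMP-d2 for a cryptate-labelled anti-cAMP antibody.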
CXXC DNA block: blocks binding of human MLL CXXC domain to DNA. Q03164. MLL-CXXC / FITC-HOXA9 DNA fluorescence polarization. Potency, µM (highest dose often 115 µM), for inactives: top-dose activity change, negative = inhibition, most hits filed as inhibitors. hit rate 0.037% among 290,000. AID 2662; active = well fitted inhibition curve with a large enough effect in the polarisation, with a control signal flat, not every such curve was filed as active; inconclusive = small, poorly fitted or top-dose-only effect, or effect the other way, or a change in a side signal; inactive = no such curve, though single readings can be large or run the other way; the % refers to the polarisation; note: potency is the fitted concentration of half-maximal effect
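Purified MLL-CXXC (added from a 7 uM solution) was preincubated 5 min at ambient with pinned compounds in 50 mM Tris-HCl pH 7.5, 50 mM NaCl, 1 mM DTT, 0.05% BSA. Fluorescein-labeled HOX-A9 DNA (50 nM solution) followed, 30 min, then polarization read.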
TCR act: activators of T cell receptors; primary human leukocytes, anti-CD3, IL-2 HTRF, 48 h; Potency, µM (titrated, usually from 9.22 µM), inactives show top-dose activation of IL-2 secretion, usual class: activators; 330,000 tested, under 10 active; note: % of control where 0% means no effect
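1) Mix primary human leukocytes, a-CD3 beads and compound. 2) Incubate 48 hr. 3) Add HTRF IL-2 reagents (a-IL-2-K, a-IL-2-d2).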
GALK inhibitor: inhibitors of human galactokinase | P51570 | Purified GALK, Kinase-Glo residual ATP luminescence | Potency, µM (doses to about 57.5 µM), inactives show top-dose activity change, negative = inhibition, most hits filed as inhibitors | hit rate 0.007% among 270,000 | AID 1868; note: potency is the fitted concentration of half-maximal effect; % is set by controls: 0 for no effect and ±100 for the full control effect
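Galactose (100 uM) and ATP (35 uM) were turned over by 5 nM GALK for 1 h at RT. Kinase-Glo Plus then converted the remaining ATP into a luminescent signal.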
Giardia kill: kills Giardia lamblia | Giardia lamblia trophozoite viability | activity change, % at 7.66 µM, hits read low | hit rate 0.15% among 340,000; in the data active = activity change below about -80%; inconclusive = between about -30% and that limit;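 note: parasites exposed to compound for two days anaerobically before the ATP read; % is set by controls: 0 for no effect and ±100 for the full control effect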
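ATP-content bioluminescence gauges trophozoite survival. Cells (100/well) receive compound and incubate anaerobically for 48 hrs at 37 deg C; detection reagent follows for 15-30 min at room temperature.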
Tb PFK block: inhibitors of T. brucei phosphofructokinase; Potency, µM (doses to about 57.5 µM), for inactives: at the highest dose activity, negative = inhibition, usual class: inhibitors; AID 485367; hit rate 0.17% among 330,000; T. brucei PFK, ADP-Glo luminescence; O15648;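 note: potency is the fitted concentration of half-maximal effect; 0% = uninhibited 1x PFK enzyme wells and -100% = no-enzyme wells; nearly all actives have a fitted effect of over 60% in size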
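ADP-Glo luminescence quantified ADP after 45 min at room temperature, with 1.25 nM T. brucei PFK, 0.1 mM ATP and 0.5 mM fructose-6-phosphate in pH 8.0 TEA buffer. qHTS titrations up to 57 µM; curves classified by quality.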
* hit, by the source's call; ? = inconclusive; / = not tested or not shown; & = joins results of further samples; [ ] = another dose, or the depositor's remark. Unless noted, calls come from the whole dose curve; as a rule, active = well fitted curve in the direction sought with a large enough effect; inconclusive = small, poorly fitted or top-dose-only effect, or another doubt; inactive = no such curve, though single readings can be large; an effect the other way counts as inactive or inconclusive.

SMILES	Chronic BCR inh	AT treatment	KCNH2 WT inh	Coupling enz	TSHR antag	CXXC DNA block	TCR act	GALK inhibitor	Giardia kill	Tb PFK block
CCOC(=O)C1(S(=O)(=O)c2ccc(Cl)cc2)CCN(Cc2ccccc2)CC1	5%	3%	13	0	-4	0%	-1%	-3%	-7	5%
Cn1c(=O)[nH]c(=O)c2c1nc(CN1CCN(c3cccc(Cl)c3)CC1)n2CCc1ccccc1	?	14%	15	-2	-10	6%	/	0%	28	-3%
Cc1c(CC(=O)O)c(=O)oc2cc3c(cc12)CCC(C)(C)O3	?	0%	7	8	-8	34%[activator]	0%	-1%	-5	0%
O=C1CC2(CCN(C(=O)c3ccccc3[N+](=O)[O-])CC2)Oc2ccccc21	-5%	10%	17	/	-4	/	-7%	/	-2	-2%
CCn1ncc(Br)c1C(=O)Nc1ccc(C(C)C)cc1	?	?	4	-5	-14	?	-1%	4%	14	-1%
Clc1ccc2nc(-c3ccccn3)c(Nc3ccc4c(c3)OCO4)n2c1	-8%	14%	-5	-4	0	?	-5%[46.1 µM]	-2%	9	1%
COc1ccc(/C=N/N2CCN(Cc3ccc(C)cc3)CC2)cc1Br	3%	-11%	3	-1	-16	11%	/	-2%	20	-3%
C[C@H](NS(=O)(=O)OCC(Cl)(Cl)Cl)C1CC1c1ccccc1 (stereo not given in full)	6%	6%	-8	-2	-3	-14%	-6%	/	2	-3%
CC(Oc1ccccc1)C(=O)NC1CCN(Cc2ccccc2)CC1 (stereo not given)	-3%	8%	2	1	15	-6%	0%	2%	-7	1%
CSCCC(NC(N)=O)C(=O)NCc1cccc(Cl)c1 (stereo not given)	?	0%	5	2	-4	14%	-7%	3%	5	-3%
CCCC(=O)c1ccc(N2CCN(C(=O)c3ccc(Br)cc3)CC2)c(F)c1	5%	0%	49	-3	5	3%	8%	0%	-6	1%
C#Cc1ccc(C(=O)Nc2ccc(N3CCC(C)CC3)c(C(N)=O)c2)cc1	-3%	-2%	13	2	25	-8%	-1%	0%	-13	6%
O=C(N=C1SC2CS(=O)(=O)CC2N1c1cccc(Cl)c1Cl)C1CCCO1 (stereo not given)	0%	1%	11	/	0	7%	0%	8%	-7	-2%
C=CCOCCN(C)C1=NS(=O)(=O)c2cc([N+](=O)[O-])ccc21	2%	-5%	28	-4	-19	-6%	8%	-1%	-2	1%
COc1ccc2cc(CCNC(=O)CC(C)(C)C)c(=O)[nH]c2c1	?	-1%	-3	0	-7	-5%	-2%[46.1 µM]	0%	8	1%
CCOc1ccc(CC(=O)N2CCN=C2SCc2ccc([N+](=O)[O-])cc2)cc1	1%	3%	-1	1	-7	-7%	1%	-2%	24	-8%
CN1CCN(c2ccc(S(=O)(=O)N3CCCCC3)cn2)CC1	-6%	6%	-9	-2	7	-12%	-24%	-1%	-9	-3%
O=C(NCCCN1CCN(Cc2ccccc2)CC1)C1CCN(S(=O)(=O)N2CCC3(CC2)OCCO3)CC1	-4%	2%	/	-2	2	11%	3%	0%	-7	0%
O=S(=O)(NC1CCCCC1N1CCN(c2ccccc2F)CC1)c1ccccc1 (stereo not given)	14%	14%	11	-2	-4	-1%	-7%	9%	15	0%
COc1ccc(C(CNC(=O)CCC(=O)c2ccc(C)s2)N2CCOCC2)cc1 (stereo not given)	1%	6%	6	/	-1	/	2%	/	-1	-6%
CN(Cc1cccc(Cl)c1)C(=O)C1CCN(C(=O)Nc2ccccc2)CC1	-5%	-2%	-4	/	-3	/	3%	/	-5	-3%
CCOC(=O)C1=C(C)NC(=O)C(C(N)=O)C12CCCC2 (stereo not given)	6%	1%	-15	1	-3	-9%	8%	0%	-5	-5%
CCOC(=O)c1cc2oc(C(c3nnnn3C3CCCCC3)N3CCOCC3)cc2[nH]1 (stereo not given)	?	6%	14	-2	1	-11%	2%[46.1 µM]	-1%	19	-3%
CCCC(=O)Nc1c(-c2ccccc2)c(=O)c(C)nn1-c1ccc(Cl)cc1	-3%	1%	-3	6	16	14%	3%[46.1 µM]	-5%	-2	6%
CCOc1cc(C(=O)OCC(=O)Nc2ccc(Cl)cn2)ccc1OCC(=O)N1CCOCC1	?	12%	-20	-2	4	13%	6%[46.1 µM]	2%	?	-1%
Additional results
SMILES	Chronic BCR inh	AT treatment	KCNH2 WT inh	Coupling enz	TSHR antag	CXXC DNA block	TCR act	GALK inhibitor	Giardia kill	Tb PFK block
Cc1ccc(-c2nnn(CC(=O)N(CC(=O)NC(C)C)c3cnc4ccccc4c3)n2)o1	?	1%	8	-1	-10	1%	-2%	-4%	-14	0%
Cc1ccc(S(=O)(=O)N2CCCCC2C(=O)Nc2ccc(N(C)C)cc2)cc1 (stereo not given)	2%	14%	1	/	-10	/	5%	/	0	0%
CC(C)OCCCNC(=O)C1CCC(CNS(=O)(=O)c2cccc3nsnc23)CC1 (stereo not given)	?	5%	-1	1	8	5%	0%	/	5	1%
CCCCCn1c(=O)[nH]c2cc(C(=O)NCCN3C(C)CCCC3C)ccc2c1=O (stereo not given)	5%	-5%	7	3	3	62%[activator]	10%	-6%	18	-3%
Cc1cccc(C)c1NC(=O)CN(C)C(=O)c1cc(S(=O)(=O)N2CCOCC2)ccc1N1CCCC1	8%	2%	-5	/	13	/	2%	/	-19	0%
COc1ccc(-c2csc(NC(=S)NC(=O)c3ccc(S(=O)(=O)N(C)C)cc3)n2)cc1OC	?	4%	-16	/	-16	6%	-2%	-2%	18	1%
CNC(=O)Cc1csc2ccc(C)cc12	-9%	/	-5	-23	31	-3%	5%	3%	-9	-22%
COc1cc(C(=O)N2CCN(Cc3ccccc3C(F)(F)F)CC2)cc(OC)c1OC	?	19%	-12	-10	0	-6%	2%	-1%	0	-17%
CC(C)(C)n1nc2c(c1NC(=O)c1cccc(Cl)c1)CS(=O)(=O)C2	0%	6%	2	1	21	-5%	-7%	-2%	-17	4%
O=C(NCCCNC(=O)c1cc(Cl)ccc1Cl)c1cnccn1	-10%	11%	-6	0	21	-2%	10%	6%	-13	-5%
CC(=O)Nc1nnc(Cc2ccccc2)s1	-1%	3%	-9	4	-6	5%	-21%	9%	7	0%
COc1ccc(C2=Nn3c(nnc3-c3ccccc3Cl)SC2)cc1OCC1CC1	?	-7%	/	/	63	/	6%	/	-5	5%
N#CCCN1CCN(CCC#N)CC1	-1%	0%	3	-1	2	-2%	2%	-4%	4	2%
O=c1c(Cl)c(NCc2ccc(F)cc2Cl)cnn1C12CC3CC(CC(C3)C1)C2	16%	-9%	17	4	4	5%	-4%[46.1 µM]	0%	-12	6%
COc1cc(C(F)(F)F)c(C(=O)NCc2cccc(Cl)c2)cn1	-11%	1%	-4	4	-2	2%	-2%	0%	?	3%
C/C(CCc1ccc2c(c1)OCO2)=N\N=C1\NC(=O)CC(C(=O)Nc2ccccc2F)S1 (stereo not given)	-24%	0%	/	1	-8	5%	1%	-2%	-5	0%
N#Cc1ccc(C23CC4(C2)[C@H](CN(Cc2ccc(C(F)(F)F)cc2)[C@@H]4c2ccccc2)C3c2ccccc2)cc1 (stereo not given in full)	0%	-29%	18	1&2	1	9%	7%	-1%	-29	-5%
COc1ccc2nc(/C=N/NC(=O)[C@H](C)NC(=O)OC(C)(C)C)ccc2c1	-2%	0%	/	-5	-3	-14%	5%[46.1 µM]	1%	/	0%
CCC(=O)C1CCCN(C(=O)CCc2nnc(C3(c4ccc(Cl)cc4)CCC3)o2)C1 (stereo not given)	5%	-10%	-3	/	8	13%	4%	-3%	-15	-1%
Cc1ccc2occ(/C=N/NC(=O)c3ccc(O)cc3)c(=O)c2c1	?	-4%	-8	0	23	179%[activator]	-1%	-10%	-3	4%
COC(=O)c1ccc(/C=N/NC(=O)CC(=O)NCc2cccnc2)cc1	9%	3%	-2	-3	-3	-4%	-5%	2%	9	0%
N#C/C(=N\Nc1ccccc1Cl)C(=O)c1ccccc1	?	-6%	3	-3	-46	-13%	-4%	-7%	-4	-3%
N#Cc1ccc(CSc2nnc(NC(=O)c3ccc4ncsc4c3)s2)cc1	?	9%	1	9	7	4%	1%	0%	2	?
Cn1c(O)c(C=Nc2ccc(Br)cc2)sc1=O	?	3%	0	0	1	-4%	4%	0%	-7	7%
Cc1cc(/C=C2/C(=O)N(C)C(=S)N2C)ccc1N1CCCC1	-16%	-4%	-22	0	-9	?	-3%	1%	-2	-1%

Quoted from the listing.
Cc1ccc(-c2nnn(CC(=O)N(CC(=O)NC(C)C)c3cnc4ccccc4c3)n2)o1 – Tb PFK block = 0%
COc1cc(C(=O)N2CCN(Cc3ccccc3C(F)(F)F)CC2)cc(OC)c1OC – CXXC DNA block = -6%
